SENP8 block: SENP8 (human) protease inhibition; Q96LD8; recombinant SENP8, Nedd8 substrate fluorescence; inhibition, % at 20 µM; actives 0.64% (n = 360,000); AID 602440; in the data active = inhibition mostly above about 40%, no sharp cut-off; inactive = mostly below about 27%
Target sequence (Q96LD8 whole entry, looked up): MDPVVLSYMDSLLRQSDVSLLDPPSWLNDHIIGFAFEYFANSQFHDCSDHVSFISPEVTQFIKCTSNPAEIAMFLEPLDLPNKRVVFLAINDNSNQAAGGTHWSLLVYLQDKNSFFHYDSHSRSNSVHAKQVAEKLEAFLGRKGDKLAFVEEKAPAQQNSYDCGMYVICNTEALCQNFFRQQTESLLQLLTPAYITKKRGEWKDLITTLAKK
NR3A LBD binder: NR3A (human) ligand-binding domain modulation | Tm shift relative to glycine control, % at 25 µM | NR3A LBD differential scanning fluorimetry, Tm shift; 0% = protein alone, 100% = glycine-bound protein | AID 1259313 | actives 2.5% (n = 340,000);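 active = melting temperature shift of at least 10% of the positive control shift, at one fixed dose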
ATG4B inhibitor: blocks human ATG4B protease cleavage of LC3 substrate. inhibition, % at 8.33 µM. ATG4B cleavage of LC3-PLA2, NBD-HPC fluorescence, 1 h. AID 504462. Q9Y4P1. actives 0.51% (n = 340,000); in the data active = inhibition above about 40%
SENP1 FRET inh: blocks the human SENP1 SUMO protease catalytic domain | actives 0.21% (n = 360,000) | AID 624204 | recombinant SENP1 catalytic domain, CyPet-SUMO1-YPet FRET cleavage | inhibition, % at 10 µM;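 active = inhibition at least 30% at 10 µM, raw YFP signal under a set limit, fluorescence ratio 0.5 to 1.5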;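 note: 0% = enzyme with DMSO and 100% = no enzyme wells; some results filed as inactive read as strong as hits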
Target sequence (Q9P0U3 419-644 limits assumed): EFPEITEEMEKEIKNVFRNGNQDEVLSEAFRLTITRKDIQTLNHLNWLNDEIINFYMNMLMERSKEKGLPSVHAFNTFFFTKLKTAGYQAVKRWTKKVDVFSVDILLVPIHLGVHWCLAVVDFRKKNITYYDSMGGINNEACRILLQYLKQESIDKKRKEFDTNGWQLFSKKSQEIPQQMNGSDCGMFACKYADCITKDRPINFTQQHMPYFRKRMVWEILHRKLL
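Material – human SENP1 catalytic domain · Input – SENP1 enzyme, 20 pM final · Compound dosing – single concentration of 10 µM compound, 0.5% DMSO final · Timing – enzyme reaction for 50 min at room temperature, dark · Measured by – FRET fluorescence in CFP and YFP emission channels · Control set – no-enzyme wells low, DMSO-plus-enzyme wells high control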
MPTP inh: blocks calcium-induced mitochondrial swelling; isolated mouse mitochondria, Ca2+ swelling absorbance, 30 min; inhibition, % at 10 µM; actives 1.4% (n = 360,000);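 active = inhibition of 50% or more, scaled per plate between neutral and stimulator controls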;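 note: 0% = DMSO wells given calcium and 100% = 1 mM EGTA wells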
PfGluPho inh: PfG6PD (Plasmodium falciparum) enzyme inhibition | PfGluPho enzyme, NADPH resazurin-diaphorase fluorescence | inhibition, % at 20 µM | actives 0.78% (n = 350,000) | AID 504690;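 active = inhibition reaching at least a set limit at 20 µM in the primary screen, cut at about 59% in these data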;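 note: 0% = DMSO wells with substrate and 100% = DMSO wells lacking glucose-6-phosphate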
hIAP activ: human IAP activation; P09923; purified human IAP, CDP-Star luminescence, 30 min; stronger effect = higher value; 1 = vehicle-only enzyme, 0 = enzyme-free background; activation factor at 10 µM; actives 0.16% (n = 330,000); AID 2524;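 active = activation factor of the enzyme at least 2-fold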; note: the source names both 10 and 20 µM as test concentration; values of inactives mirror those of a sister screen read the other way
SENP6 inh: blocks the human protease SENP6 | Recombinant SENP6 catalytic domain, aminoluciferin luminescence | Q9GZR1 | inhibition, % at 10 µM | actives 1.8% (n = 330,000);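 active = inhibition above about 50% at the single tested dose, limit read from the data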;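 note: plate controls were DMSO wells with enzyme for no effect and DMSO wells lacking enzyme for full effect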
Target sequence (Q9GZR1 628-1112 limits assumed): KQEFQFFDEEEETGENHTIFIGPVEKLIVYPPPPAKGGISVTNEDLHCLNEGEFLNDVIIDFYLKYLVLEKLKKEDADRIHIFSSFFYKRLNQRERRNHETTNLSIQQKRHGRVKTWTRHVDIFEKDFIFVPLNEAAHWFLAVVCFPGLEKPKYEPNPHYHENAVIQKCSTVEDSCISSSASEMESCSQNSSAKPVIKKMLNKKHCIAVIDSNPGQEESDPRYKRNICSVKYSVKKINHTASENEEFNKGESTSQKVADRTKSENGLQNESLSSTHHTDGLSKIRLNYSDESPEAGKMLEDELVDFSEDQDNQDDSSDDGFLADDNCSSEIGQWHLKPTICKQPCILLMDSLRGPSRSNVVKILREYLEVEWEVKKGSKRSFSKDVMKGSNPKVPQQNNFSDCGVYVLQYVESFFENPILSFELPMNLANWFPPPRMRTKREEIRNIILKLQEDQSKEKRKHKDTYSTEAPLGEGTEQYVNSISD
Starred values were filed as active, the others as inactive; / = no result given. Not a hit list. About 6.7% of those tested had a hit in this group.

Value order: PfGluPho inh	hIAP activ	ATG4B inhibitor	SENP1 FRET inh	NR3A LBD binder	MPTP inh	SENP6 inh	SENP8 block
CC(C)Oc1ccc(C2CC(=O)N(c3ccccc3)C2=O)cc1 (configuration not stated)
  9.5	0.853	-5.1	0.0	1.0	-1.6	-16.7	-73.3
O=C(c1ccccc1F)N(Cc1cccs1)C1CCS(=O)(=O)C1 (configuration not stated)
  0.0	1.08	-5.3	-1.6	1.3	-0.7	10.5	5.6
Cc1oc2ccc(NS(=O)(=O)c3ccc(C(C)(C)C)cc3)cc2c1C(=O)Nc1ccccc1
  25.5	1.01	14.8	-1.3	7.8	4.6	10.3	15.3
Cc1c(C(=O)NC2CCCCC2)oc2c1C(=O)CC(C)(C)C2
  1.4	0.918	-7.5	0.6	-6.0	-0.8	-4.7	16.1
Cc1ccccc1CNS(=O)(=O)c1ccc2c(c1)OCCO2
  -3.7	1.05	13.6	1.2	-1.1	-0.7	3.2	7.5
Cc1ccccc1NC(=O)c1cc(S(=O)(=O)N2CCOCC2)cn1C
  7.7	0.962	-20.4	0.8	1.1	-2.4	-8.4	2.4
Cc1nn(C)cc1-c1csc(N)n1
  6.2	0.889	-3.8	0.7	0.1	-1.0	-16.8	9.9
N#Cc1c(Nc2ccccc2)c(/C=N/NCCO)c[nH]c1=O
  7.2	1.03	1.7	-43.2	-0.9	0.2	-17.2	7.5
COc1ccc(NC(=O)c2ccc(COCC(F)(F)C(F)F)cc2)cc1OC
  -0.5	0.874	3.8	1.1	-11.4	0.8	8.5	9.6
COc1ccc(C(=O)Nc2ccc(NC(=O)C3CC3)nc2)cc1
  9.8	0.954	-6.3	0.9	-13.5	-1.1	-5.5	3.1
Cc1ccc(NC(=O)c2cc(=O)[nH]c3ccc(S(=O)(=O)N4CCOCC4)cc23)cc1
  10.2	1.01	-3.2	0.2	3.9	0.2	7.3	4.4
CC1CCCC(NC(=O)c2ccc3c(c2)NC(=O)CS3)C1C (configuration not stated)
  10.0	1.38	-2.0	2.2	0.9	-0.4	-1.5	9.3
COc1ccc(OCCCC(=O)Nc2ccc(OC)c(S(=O)(=O)N3CCOCC3)c2)cc1
  7.2	0.94	2.1	-0.3	0.9	-1.4	2.0	8.7
O=C(CCCN1C(=O)/C(=C\c2cccs2)SC1=S)Nc1ccc(O)cc1C(=O)O
  -33.8	1.16	10.8	-2.2	4.5	-2.4	19.6	25.4
CCS(=O)(=O)C1=NSC2=NC(=O)/C(=C\c3ccc(OS(=O)(=O)c4ccccc4)c(OC)c3)C(=N)N21
  0.1	1.1	13.1	-74.9	8.1	-2.2	2.6	-84.3
CCCCC1C2C(=O)N(c3ccc(C)cc3)C(=O)C2ON1c1ccccc1 (configuration not stated)
  -7.2	0.987	-5.4	2.7	-0.2	2.1	-20.0	10.5
COc1ccccc1CNC(=O)CS(=O)Cc1nc(-c2ccc(OC)c(OC)c2)oc1C (configuration not stated)
  -5.7	1.37	-7.1	1.5	6.6	-0.5	-2.3	6.0
CSc1nsc(SC)c1CO
  -7.1	0.908	8.3	2.8	0.4	0.4	-3.2	21.7
COc1ccc(-c2cc(C)no2)cc1S(=O)(=O)N1CCCN(Cc2ccccc2Cl)C1
  -4.2	0.891	38.7	-0.7	-9.9	-1.1	13.9	8.1
O=S(=O)(N(Cc1ccccc1)[C@@H](CO)Cc1ccccc1)N(Cc1ccccc1)[C@@H](CO)Cc1ccccc1
  9.9	0.853	10.2	0.3	-4.2	2.9	-11.5	13.7
Nc1c(C(=O)N/N=C/c2cccnc2)oc2nc(-c3ccccc3)cc(-c3ccco3)c12
  17.5	1.01	-7.4	-38.9	0.5	0.7	-2.2	-375.7
COc1ccc(CCc2ccc3cc(OC)ccc3n2)cc1
  46.8	/	-2.3	2.6	-24.0	0.6	/	-6.5
O=C1NCC(=O)N2C(c3ccccc3)c3[nH]c4ccccc4c3C[C@@H]12 (some centres not stated)
  -8.8	0.999	-1.9	-10.8	-1.8	0.0	-10.3	6.6
Cc1cc(F)ccc1Oc1cc(NN2CCCCC2)c([N+](=O)[O-])cc1[N+](=O)[O-]
  -7.6	0.864	-0.8	2.4	-1.0	-0.8	-18.0	30.7
Cc1ccc(-c2cc(C(=O)N3CCCc4ccccc43)c3ccccc3n2)cc1
  12.4	0.858	-0.2	0.2	0.1	-0.9	-16.7	21.0
CCn1nc(C)c(C2C(C#N)=C(N)OC3=C2C(=O)CCC3)c1C (configuration not stated)
  0.8	1.12	-3.5	-21.4	-2.6	5.1	-6.4	-0.6
O=C(COc1cccc(Cl)c1)NCC(c1cccs1)N1CCOCC1 (configuration not stated)
  -8.2	0.985	2.5	-3.4	-1.1	-0.7	-8.9	8.4
O=C(CNC(=O)c1ccccc1F)NCCCN1CCCC1=O
  -4.0	0.822	-3.7	1.5	-0.3	-1.2	4.2	13.0
CCOC(=O)C(=Cc1ccc(-n2ccnc2)cc1)C(=O)OCC
  22.9	1.06	-14.4	-0.5	-1.3	0.1	-3.9	0.7
CCn1c(=O)c([N+](=O)[O-])c(NCCc2ccccc2)c2ccccc21
  -14.5	0.866	-12.6	-0.2	-14.9	-0.1	-18.7	26.7

Of the compounds above, three contain an NH in an aromatic ring:
Value order: PfGluPho inh	hIAP activ	ATG4B inhibitor	SENP1 FRET inh	NR3A LBD binder	MPTP inh	SENP6 inh	SENP8 block
N#Cc1c(Nc2ccccc2)c(/C=N/NCCO)c[nH]c1=O
  7.2	1.03	1.7	-43.2	-0.9	0.2	-17.2	7.5
Cc1ccc(NC(=O)c2cc(=O)[nH]c3ccc(S(=O)(=O)N4CCOCC4)cc23)cc1
  10.2	1.01	-3.2	0.2	3.9	0.2	7.3	4.4
O=C1NCC(=O)N2C(c3ccccc3)c3[nH]c4ccccc4c3C[C@@H]12 (some centres not stated)
  -8.8	0.999	-1.9	-10.8	-1.8	0.0	-10.3	6.6

Of the compounds above, these have a nitro group on carbon:
Value order: PfGluPho inh	hIAP activ	ATG4B inhibitor	SENP1 FRET inh	NR3A LBD binder	MPTP inh	SENP6 inh	SENP8 block
Cc1cc(F)ccc1Oc1cc(NN2CCCCC2)c([N+](=O)[O-])cc1[N+](=O)[O-]
  -7.6	0.864	-0.8	2.4	-1.0	-0.8	-18.0	30.7
CCn1c(=O)c([N+](=O)[O-])c(NCCc2ccccc2)c2ccccc21
  -14.5	0.866	-12.6	-0.2	-14.9	-0.1	-18.7	26.7

The list goes on.
Value order: PfGluPho inh	hIAP activ	ATG4B inhibitor	SENP1 FRET inh	NR3A LBD binder	MPTP inh	SENP6 inh	SENP8 block
Cc1cc(N2CCOCC2)nc(SCC(=O)c2ccccc2)n1
  -2.6	0.983	-11.0	-1.7	-0.6	1.0	-14.6	13.5
COc1ccc(/C=N/NC(=O)c2ccccc2OCc2ccccc2)c(OC)c1
  18.4	0.853	12.9	0.4	-8.6	0.5	-2.1	-215.6
Cc1cc(C)cc(NC(=O)CSc2nnc(NC(=O)C3CC3)s2)c1
  -3.7	0.82	-14.1	2.0	-3.2	-0.7	12.1	-3.9
CCCCC#Cc1ccc(C(=O)NNC(=O)Nc2ccccc2)o1
  -7.7	1.61	9.9	1.7	-2.1	2.6	-4.2	3.4
CCN(CC)S(=O)(=O)c1ccc(C)c(NC(=O)CNc2cccc(S(=O)(=O)N3CCOCC3)c2)c1
  -4.5	0.962	-7.2	0.2	1.2	-0.1	1.5	2.8
CCCc1cc(=O)oc2cc(OCC(=O)NCCc3c[nH]c4ccc(OC)cc34)ccc12
  -4.1	1.05	-7.3	20.1	-8.4	4.8	-4.0	24.5
COc1ccc2c(c1)[C@@H]1[C@H](CO2)[C@H](c2ccccc2)[C@]2(C)C(=O)NCC(=O)N12
  4.7	0.931	-4.6	1.8	-0.6	-1.1	4.0	14.7
Cn1cc(CNC(=O)c2ccc3nc(Cc4ccccc4F)oc3c2)cn1
  -1.3	1.16	2.3	-1.0	0.5	-1.6	-7.2	5.9
CC(=O)C1=C(C)NC(C)=C(C(C)=O)C1c1ccc(-c2ccccc2Cl)o1
  -9.9	/	-7.4	-16.3	-4.1	4.8	/	-103.4
O=C(NCCc1ccccn1)c1nc(Cn2cc(Br)cn2)no1
  -10.9	0.948	3.0	-0.4	-1.2	-2.7	-5.0	10.1
COc1ccc(S(=O)(=O)N2CCN(c3ccccn3)CC2)cc1[N+](=O)[O-]
  -22.7	0.823	-6.8	3.0	1.1	1.0	85.4*	16.0
CC1(c2nnc(Cc3ccccc3)o2)CC(c2ccncc2)=NO1 (configuration not stated)
  -14.2	1.13	0.0	2.4	2.0	0.0	3.2	8.7
CC1(C)CC(=O)C(C2C3=C(CC(C)(C)CC3=O)Oc3c(Br)cc(Br)cc32)=C(O)C1 (configuration not stated)
  -3.5	1.11	-3.8	-2.9	-7.9	82.0*	-9.8	8.0
Cn1c(=O)oc2cc(S(=O)(=O)Nc3ccccc3F)ccc21
  0.6	1.19	6.3	-2.5	-1.8	-0.3	-5.2	14.6
C(=N\Nc1nc2ccccc2[nH]1)/c1ccccn1
  64.5*	/	13.5	1.4	-4.2	-1.6	/	12.6
O=C(CNCC1(N2CCOCC2)CCCCC1)Nc1ccc(Cl)cc1
  -4.5	1.12	2.9	2.0	-1.1	-1.2	-13.8	12.1
CC(NC(N)=O)C(=O)OCC(=O)c1ccc(-c2ccccc2)cc1 (configuration not stated)
  2.4	1	-9.6	-0.9	-0.2	0.2	39.1	-1.5
CC(C)[C@H](N)C(=O)NC[C@H]1O[C@@H](n2cnc3c(N)ncnc32)[C@H](O)[C@@H]1O
  5.2	/	-4.1	-38.1	4.5	2.2	/	-0.6
OC(COCc1ccccc1)Cn1cnc2ccccc21 (configuration not stated)
  7.5	1.02	2.7	3.6	0.3	0.8	-3.8	21.5
COc1cccc(-c2csc(N3CCN(C(=S)Nc4ccccc4)CC3)n2)c1
  -9.8	1.2	6.8	4.6	3.8	9.3	-12.7	6.4
O=S(=O)(Nc1ccc2c(c1)OCCO2)c1cccc2nsnc12
  -14.0	1.05	5.5	4.2	0.7	-3.5	-16.7	38.4
CCOc1cccc(=O)c2c(C)n(Cc3ccco3)c(C)c12
  4.0	1	-2.8	9.3	0.5	4.1	-6.7	5.9
CCC(=O)N1CCN(c2ccccc2NC(=O)COc2ccc(C(C)C)cc2)CC1
  27.3	0.708	12.2	-3.4	-4.5	-0.3	9.9	-3.1
CC(=O)Nc1ccc(C(=O)NNC(=O)c2ccc(Cl)cc2)cc1
  -12.5	1.22	-5.3	0.3	0.5	3.2	-17.9	-6.4
COc1ccc(N2CCN(C(=O)CNC(=O)Cc3ccc(Cl)cc3)CC2)cc1
  1.7	1.18	-3.8	1.0	12.6*	-1.6	1.8	3.3
Cc1ccc(-c2csc3ncn(/N=C/N(C)C)c(=O)c23)o1
  -9.8	0.968	10.9	-0.1	-1.8	0.1	-11.1	-79.4
COc1ccc(C(=O)NCCN2C(=O)S/C(=C\c3cccnc3)C2=O)c(OC)c1OC
  -1.6	1.14	-11.6	1.9	-6.2	1.0	4.7	2.2
CC1CCN(C(=O)COC(=O)c2cc(=O)[nH]c3ccccc23)CC1
  -7.4	1.04	-1.4	2.3	2.7	-0.4	-3.0	-250.0
COc1ccc(/C=C2/SC(=S)N(CCCC(=O)Nc3cccc(O)c3)C2=O)cc1
  -1.4	0.821	-6.2	-9.0	12.1*	-0.8	19.0	26.3
Cc1ccc(S(=O)(=O)N(C)C)cc1NC(=O)COC(=O)c1ccc2c(c1)OCO2
  -7.9	1.15	-5.7	2.3	-2.8	2.0	7.5	1.5
O=C(NCc1ccccc1)C12CC3CC(CC(Br)(C3)C1)C2
  6.6	0.974	-1.8	0.4	-0.4	0.4	-23.7	3.0
